High-throughput results from PubChem BioAssay.
Anesthetic bind – binds horse apoferritin like a general anesthetic; apoferritin/1-aminoanthracene competitive binding, fluorescence; Potency, µM (top dose mostly 77.5 µM), without a hit: at the top dose activity change, negative = displacement, hits mostly inhibitors; AID 485281; hit rate 0.074% among 350,000; further: potency means the concentration at half of the fitted maximal effect; on the % scale 0 is the no-effect control and ±100 the full control effect; nearly all actives have a fitted effect of over 20% in size
Target sequence (P02791 2-175 limits assumed): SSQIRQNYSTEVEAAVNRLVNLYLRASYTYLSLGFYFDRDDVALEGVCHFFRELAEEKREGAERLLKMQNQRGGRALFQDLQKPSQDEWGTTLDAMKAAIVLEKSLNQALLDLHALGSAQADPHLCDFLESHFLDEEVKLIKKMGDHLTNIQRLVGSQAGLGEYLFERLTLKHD
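Probe: 1-aminoanthracene (50% saturated, PBS). Protein: horse-spleen apoferritin, 10 uM. Incubation: 10 min, room temperature. Detection: 380 nm excitation, 535 nm emission. Analysis: normalized response, four-parameter Hill.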
12-LOX inh – ALOX12 (human) lipoxygenase inhibition; hit rate 1.1% among 580,000; P18054; AID 1671190; purified 12hLO, xylenol orange hydroperoxide absorbance; Potency, µM (series often up to 108 µM), for inactives: at the top dose activity change, negative = inhibition, usual class: inhibitors; further: potency means the concentration at half of the fitted maximal effect; on the % scale 0 is the no-effect control and ±100 the full control effect
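Hydroperoxide product was detected by ferrous iron/xylenol orange as the 573 to 405 nm absorbance ratio. Arachidonic acid at 40 uM (final) was turned over for 30 min at room temperature by 150 nM human 12hLO, pH 7.0 Hepes buffer, after 15 min compound preincubation.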
APE1 inh – APE1 (human) endonuclease inhibition; Potency, µM (doses to about 65.8 µM), without a hit: top-dose activity change, negative = inhibition, most hits filed as inhibitors; recombinant APE1, TAMRA/BHQ-2 abasic DNA cleavage fluorescence; hit rate 0.35% among 350,000; AID 2517;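 further: potency means the concentration at half of the fitted maximal effect; plate controls were vehicle for no effect and reference inhibitor for full effect; nearly all actives have a fitted effect of over 55% in size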
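Compound pre-exposure to 0.75 nM APE1, 15 min at ambient temperature. Reaction initiated with 50 nM TAMRA/BHQ-2 THF substrate, read immediately in kinetic mode, 525 nm excitation, 598 nm emission.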
ERG Ets-DNA blk – blocks human ERG Ets domain binding to DNA. P11308. fluorescence polarization, His-ERG Ets domain / labelled DNA. Potency, µM (doses to about 76.9 µM), without a hit: at the top dose FP activity, negative = inhibition, hits mostly inhibitors. hit rate 0.028% among 370,000. AID 624246; active means well fitted inhibition curve with a large enough effect in the polarisation, with a control signal flat; inconclusive means small, poorly fitted or top-dose-only effect, or effect the other way, or a change in a side signal; inactive means no such curve, though single readings can be large or run the other way; the % refers to the polarisation;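 further: polarization taken with two DNA probes labelled with fluorescein and Texas red; potency means the concentration at half of the fitted maximal effect; % of control where 0% means no effect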
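His-tagged ERG Ets domain (1 uM in the protein solution; 300mM KCl, 50mM Tris-HCl, 1mM EDTA, 1mM DTT, pH 7.5) received compound, then a probe mix of 5 nM fluorescein-DNA and 100nM Texas-615-DNA. Fluorescence polarization was read for both dyes.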
Pol kappa inh – inhibitors of human DNA polymerase kappa. hit rate 0.53% among 400,000. Q9UBT6. Potency, µM (titrated, usually from 107 µM), for inactives: at the highest dose activity, negative = inhibition, actives largely listed as inhibitors. AID 588579. purified Pol kappa, fluorescent DNA synthesis assay, 10 min; further: potency means the concentration at half of the fitted maximal effect; on the % scale 0 is the no-effect control and ±100 the full control effect
Target sequence (Q9UBT6 whole entry, looked up): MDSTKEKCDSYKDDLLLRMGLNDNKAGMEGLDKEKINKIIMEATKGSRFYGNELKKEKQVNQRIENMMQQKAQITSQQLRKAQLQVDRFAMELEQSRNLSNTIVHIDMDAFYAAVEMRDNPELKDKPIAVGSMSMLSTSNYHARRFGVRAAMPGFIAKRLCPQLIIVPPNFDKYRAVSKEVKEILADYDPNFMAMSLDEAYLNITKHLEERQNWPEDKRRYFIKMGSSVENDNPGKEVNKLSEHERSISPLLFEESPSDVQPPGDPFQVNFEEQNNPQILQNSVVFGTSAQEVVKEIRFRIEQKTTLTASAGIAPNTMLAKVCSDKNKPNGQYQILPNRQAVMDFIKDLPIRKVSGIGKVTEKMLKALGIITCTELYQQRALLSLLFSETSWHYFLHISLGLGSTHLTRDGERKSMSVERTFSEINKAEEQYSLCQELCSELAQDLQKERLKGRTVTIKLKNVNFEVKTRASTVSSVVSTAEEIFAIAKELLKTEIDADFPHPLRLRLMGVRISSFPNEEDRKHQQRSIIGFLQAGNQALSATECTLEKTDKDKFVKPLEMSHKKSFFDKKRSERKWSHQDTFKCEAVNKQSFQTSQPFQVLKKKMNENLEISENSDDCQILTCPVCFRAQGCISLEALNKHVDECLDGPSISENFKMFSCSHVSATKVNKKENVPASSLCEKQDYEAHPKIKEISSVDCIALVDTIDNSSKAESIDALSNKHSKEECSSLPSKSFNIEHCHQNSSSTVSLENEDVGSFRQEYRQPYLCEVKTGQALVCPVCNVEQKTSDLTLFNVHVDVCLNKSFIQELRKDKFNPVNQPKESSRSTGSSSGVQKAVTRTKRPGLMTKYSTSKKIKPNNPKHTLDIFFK
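10 nM Pol kappa was preincubated with compounds for 15 min at room temperature. Reaction started with 50 nM (final) substrate. Fluorescence read kinetically at 0 and 10 min.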
POLI inh – DNA polymerase iota (human) inhibition; AID 588590; Pol iota fluorescent replication assay, 10 min; hit rate 1% among 390,000; Potency, µM (series often up to 115 µM), inactives show at the top dose activity, negative = inhibition, actives largely listed as inhibitors; further: potency means the concentration at half of the fitted maximal effect
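Fluorescent replication assay read twice, at 0 min and 10 min after adding 50 nM (final) substrate. Enzyme (10 nM) and compounds were first incubated 15 min at room temperature; enzyme-free buffer wells were negative controls.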
BLM helicase inh – blocks DNA unwinding by human BLM helicase; P54132; recombinant BLM DNA unwinding, fluorescence dequenching; Potency, µM (top dose mostly 56.1 µM), inactives show at the top dose activity change, negative = inhibition, hits mostly inhibitors; hit rate 0.2% among 350,000;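 further: potency means the concentration at half of the fitted maximal effect; plate controls were vehicle for no effect and no enzyme for full effect; nearly all actives have a fitted effect of over 35% in size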
POLB inh – DNA polymerase beta (human) inhibition | Pol beta primer extension/strand displacement, fluorescence kinetic | Potency, µM (titrated, usually from 114 µM), for the others: top-dose activity change, negative = inhibition, actives largely listed as inhibitors | AID 485314 | hit rate 1.3% among 340,000; further: potency means the concentration at half of the fitted maximal effect; on the % scale 0 is the no-effect control and ±100 the full control effect
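Pol beta (10 nM) and compounds were preincubated 15 min at room temperature, then 50 nM substrate (final) started primer extension/strand displacement. Reads were taken at 0 and 10 min; concentration-response data were fitted to a four-parameter Hill equation.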
TRHR agonist – agonists of human TRH receptor; P34981; TRHR cells, calcium flux fluo-8, FDSS agonist mode; activation, % at 2 µM; hit rate 0.18% among 360,000; AID 493084; in the data active means activation above about 30%; further: 0% is about no effect
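TRHR-expressing cells loaded with fluo-8 calcium dye; 23 nL library compound pin-transferred, kinetic FDSS fluorescence (Ex 480/Em 530) recorded about 180 s for agonist-induced calcium release, before a 10 nM TRH EC20 addition for potentiator mode.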
An asterisk follows results filed as active; ? = inconclusive; / = not tested or not shown; & = joins results of further samples; [ ] = remark or other dose. Unless noted, the call rests on the fitted dose curve; in most records, active means well fitted curve in the direction sought with a large enough effect; inconclusive means small, poorly fitted or top-dose-only effect, or another doubt; inactive means no such curve, though single readings can be large; an effect the other way counts as inactive or inconclusive. Not all compounds are listed; rates above refer to the full screens.

Start of the listing, in advance, two compounds:
SMILES	Anesthetic bind	12-LOX inh	APE1 inh	ERG Ets-DNA blk	Pol kappa inh	POLI inh	BLM helicase inh	POLB inh	TRHR agonist
c1ccc(CSc2nnc(-c3sccc3-n3cccc3)o2)cc1	-22%	55%[activator]	11%	-2%	-10%	5%	-5%	28%	0.4
O=c1[nH]c(-c2ccccc2)c(-c2ccccc2)[nH]1	-17%	-6%	2%	3%	-5%	8%	-2%	4%	/

All compounds of this part, from the start:
SMILES	Anesthetic bind	12-LOX inh	APE1 inh	ERG Ets-DNA blk	Pol kappa inh	POLI inh	BLM helicase inh	POLB inh	TRHR agonist
c1ccc(CSc2nnc(-c3sccc3-n3cccc3)o2)cc1	-22%	55%[activator]	11%	-2%	-10%	5%	-5%	28%	0.4
O=c1[nH]c(-c2ccccc2)c(-c2ccccc2)[nH]1	-17%	-6%	2%	3%	-5%	8%	-2%	4%	/
Cc1nn(C)cc1CN1CCCC(C(=O)c2ccc(-c3ccccc3)cc2)C1 (stereo not drawn)	-2%	-3%	13%	-4%	-9%	83%[activator]	-8%	1%	-0.1
Cc1ccc(C(=O)CCC(=O)O)cc1	-10%	/	?	/	/	/	-4%	0%	3.4
CS(=O)(=O)N1CCc2cc(C(=O)Nc3ccc(S(N)(=O)=O)cc3)ccc21	-9%	?	/	-2%	-3%	7%	1%	25%	1.7
COc1ccc(C)cc1NC(=O)NNC(=O)c1cc2ccccc2cc1O	-9%	6%	4%	23%	-13%	-26%	-3%	79µM*	3.7
N#Cc1nc(COc2ccccc2)oc1N1CCN(c2cccc(Cl)c2)CC1	-5%	0%[57.4 µM]	4%	-4%	5%	-15%	-5%	-23%	2.1
CCCc1nc2ccccc2c(=O)n1CC(=O)c1ccccc1	-2%	0%	-1%	8%	5%	18%	-3%	0%	-1.7
O=C(NCc1ccco1)c1scc2c1OCCO2	-6%	18%	2%	-3%	4%	2%	-4%	43%	0.0
CC[C@@]1(c2ccccc2C)C(=O)N(C(=O)OC)N1C(=O)OC	-11%	4%	8%	-5%	6%	12%	-3%	-4%	-0.1
O=C(CNC(=O)c1ccc(Cl)cc1)OCc1cc(=O)n2ccsc2n1	-10%	-11%	/	6%	-8%	7%	0%	-1%	-0.3
CCN(CC)c1nc(C)c(C(C)=O)cc1C#N	-16%	144%[activator]	-3%	8%	-2%	13%	-13%	5%	-0.6
CCOC(=O)C1C(=O)C=C(c2ccccc2)CC1c1ccccc1 (stereo not drawn)	/	8%	/	-4%	-7%	11%	/	/	/
CCCN(CC(=O)Nc1ccc(F)c(F)c1F)C(=O)c1cc(S(=O)(=O)N(C)C)ccc1N1CCCC1	/	12%	/	19%	1%	-163%	/	/	/
CC[C@@]12C(=O)N(c3ccccc3)C(=O)N1[C@H](c1ccc(Br)cc1)[C@@H]1C(=O)N(C(C)(C)C)C(=O)[C@@H]12	/	5%	-16%	15%	-17%	?	/	/	1.0
CCC1(C)Cc2c(sc3c2c(=O)n(-c2ccccc2)c(=O)n3C)CO1 (stereo not drawn)	-9%	?	1%	-2%	-3%	-4%	0%	10%	-0.8
O=C(Nc1ccc(-c2csc(Nc3cccc(C(F)(F)F)c3)n2)cc1)c1cccc(C(F)(F)F)c1	2%	?	-7%	8%	5%	38%	-16%	-9%	0.3
O=C(CN1CCN(C(=O)C2CCN(C(=O)/C=C/c3ccccc3)CC2)CC1)Nc1ccccc1Cl	/	-18%	-6%	1%	-1%	-9%	/	/	-0.6
CCN(CC)S(=O)(=O)c1ccc(OC)c(NC(=O)c2cccc([N+](=O)[O-])c2C)c1	/	4%	/	1%	-7%	12%	/	/	/
C/C(=C1\SC(N2CCOCC2)=NC1=O)c1ccc(C)cc1	-17%	2%	-2%	-4%	-1%	32%[activator]	2%	-16%	0.3
O=C(CN1C(=O)NC2(CCc3ccccc32)C1=O)NCc1ccc(Cl)cc1 (stereo not drawn)	/	194%[activator]	0%	-3%	-11%	-15%	/	/	/
COc1ccccc1CNC(=O)COC(=O)Cc1ccc(Br)cc1	/	-9%	-3%	-7%	-8%	36%[activator]	/	/	/
CCCCNC(=O)CSc1nnc(C)c2c(C)n(-c3ccccc3)nc12	4%	-11%	/	-4%	10%	-10%	2%	13%	-1.5
C/C(=C\c1ccccc1)C(=O)Nc1ccc(S(=O)(=O)Nc2ncccn2)cc1	-1%	0%	-3%	-5%	-6%	19%	-2%	21%	0.2
CCn1nc(C)c2c(-c3ccccc3)cc(=O)n(C(C)C(=O)NCCC(C)C)c21 (stereo not drawn)	-8%	?	/	2%	-17%	-5%	-4%	1%	0.4
CC(C)OC(=O)c1cc(-c2ccc(C=O)o2)ccc1Cl	-12%	?	4%	5%	-8%	7%	-7%	20µM*	-0.2
Cc1ccccc1Cc1c(C)nc2nc(SCC(=O)NC(C)c3ccccc3)nn2c1C (stereo not drawn)	?	-7%	/	9%	4%	-7%	-1%	-11%	1.3
CC(C)CCN1C(=O)CC(NNC(=O)c2ccc(S(=O)(=O)N3CCCC3)cc2)C1=O (stereo not drawn)	-19%	-3%	-3%	9%	-5%	90%[activator]	-5%	6%	-0.1
O=C(CCN1CCc2ccccc2C(c2ccccc2)C1)c1ccc2c(c1)OCCO2 (stereo not drawn)	-22%	?	19%	5%	-8%	?	-5%	1%	4.3
CN(Cc1ccccc1)C(=O)c1ccc(NC(=O)Cc2ccc(NC(=O)C3CCCN(C(=O)CCc4ccccc4)C3)cc2)cc1 (stereo not drawn)	/	?	/	-2%	-10%	16%	/	/	/
Cc1ccc(C(=O)C(OC(=O)c2c(C)cc(=O)oc2C)c2ccccc2)cc1 (stereo not drawn)	?	-17%	1%	24%	-7%	-26%	-11%	-8%	0.7
c1ccc2c(c1)CCN(c1nc(CN3CCOCC3)nc3sc4c(c13)CCCC4)C2	-23%	-1%	-4%	0%	-19%	-1%	-3%	14%	0.3
CCCN(CCC)CCCNC(=O)Cn1ncc2c3ccccc3n(Cc3ccccc3F)c2c1=O	-14%	?	/	-1%	?	26%	18%	16%	2.5
O=C(/C=C/c1cccc([N+](=O)[O-])c1)NCCN1C(=O)S/C(=C\c2cccnc2)C1=O	-16%	0%	6%	8%	0%	-23%	-1%	2%	-0.9
CCC(Oc1ccccc1)C(=O)Nc1ccc2oc(-c3ccc(OC)cc3)nc2c1 (stereo not drawn)	13%	-10%	/	-2%	4%	63%[activator]	-2%	?	-0.4
CCc1c(C)nc(SCC(=O)N2CCCCC2CC)[nH]c1=O (stereo not drawn)	-12%	4%	4%	-7%	5%	14%	-2%	9%	0.1
COc1ccc(CNC(=O)c2ccc(CS(=O)(=O)c3ccc(Br)cc3)o2)cc1	2%&2%	?	19%	-5%&-1%	-9%	7%&24%	0%&-1%	-10%&-3%	0.2&-0.1
CCc1[nH]nc2c1C1(CCOC1C)C(C#N)=C(N)O2 (stereo not drawn)	-13%	0%	4%	4%	-19%	7%	2%	0%	0.1
CCOc1ccc(OCC)c(NC(=O)C2CCCN(C(=O)c3ccc(Cl)cc3)C2)c1 (stereo not drawn)	/	211%[activator]	2%	/	-10%	22%	/	/	1.2
Cc1ccc(NC(=O)CCc2nnc3ccc(N4CCOCC4)nn23)cc1C	-17%	183%[activator]	-1%	-8%	-4%	-12%	-5%	4%	0.2
Cc1cccc(N(C)c2ncnc3onc(-c4ccc(F)cc4)c23)c1C	?	-3%	28%	5%	-5%	4%	-6%	-28%	-0.6
CCN(C(=O)CCS(=O)(=O)c1cccc2nonc12)c1ccc(F)cc1	-9%	4%	18%	6%	-6%	61%[activator]	-4%	18%	0.1
Cc1cc(N2CCCC2)ccc1/C=N/n1cnnc1	-9%	-2%	2%	-3%	-27%	?	-2%	5%	0.9
CC(C)n1c(Sc2nccn2C)nc2c1c(=O)n(C)c(=O)n2C	-5%	-19%[57.4 µM]	1%	/	-3%[60.1 µM]	19%	1%	-16%	0.3
COc1ccc(C)cc1NC(=O)CC(O)(C(F)(F)F)C(F)(F)F	?	0%	3%	2%	-9%	7%	-4%	4%	-0.3
FC(F)(F)C(Cl)Br (stereo not drawn)	/	-7%[22.9 µM]	3%	/	1%[60.1 µM]	/	-8%	/	/
CC(C(N)=O)N1C(=O)NC2(CCCc3ccccc32)C1=O (stereo not drawn)	-3%	6%	38%	-5%	3%	35%[activator]	-5%	22%	0.3
CC1CCN(CC(=O)N2CC(=O)Nc3ccccc32)CC1	2%	0%	8%	-13%	2%	-1%	-14%	14%	0.3
CCCc1nc(SCc2ccc(Cl)cc2Cl)n[nH]1	?	-1%	-3%	-5%	-17%	23%	-1%	-1%	-1.5
COc1cc(C(CC(=O)NCc2ccccc2Cl)N2Cc3ccccc3C2=O)cc(OC)c1OC (stereo not drawn)	4%	-9%	/	1%	-27%	13%	-1%	13%	-0.2
CCC(Sc1nc2sc(C(=O)OC)c(C)c2c(=O)n1N)C(=O)N(CC)CC (stereo not drawn)	-4%	-19%	-2%	-6%	2%	2%	-1%	11%	0.2
COc1ccc(CCNc2nc(=O)[nH]nc2C)cc1OC	-4%	0%	3%	-4%	-7%	-3%	-2%	-13%	0.0
COc1ccc([N+](=O)[O-])cc1NC(=O)COC(=O)c1ccccc1O	-11%	16%	24%	-10%	-9%	6%	-4%	6%	-0.6
COCC(=O)N1CCC[C@@]2(CCN(c3ccncc3)C2)C1	/	-9%[57.4 µM]	3%	/	3%[60.1 µM]	/	0%	/	/
CCOC(=O)c1c(NC(=O)Cc2cccs2)sc(C(=O)N2CCCCC2)c1C	-13%	-22%	-3%	-5%	-7%	-2%	-6%	9%	0.2
